# High-throughput results: PubChem BioAssay, several laboratories
# Fh CTSL1 inh: cathepsin L1 inhibition, PFM18AAP counter-screen. recombinant F. hepatica cathepsin L1, Z-Leu-Arg-MCA fluorescence. inhibition, % at 5.96 µM. actives 0.49% (n = 300,000);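 active means inhibition above the mean of all tested compounds plus 3 SD, set per screening campaign, cut at about 17% in these data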;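 further: 0% = plate median of test compound wells and 100% = 1 µM Z-Phe-Ala-diazomethylketone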
# proCasp7 act: activates human procaspase-7, counter-screen for procaspase-3 activators. actives 0.093% (n = 330,000). activation, % at 8.5 µM. recombinant procaspase-7, Ac-DEVD-pNA absorbance 405 nm; D23A/D198A/D206A triple mutant, cannot self-cleave; scale: DMSO 0, 5 µM enzyme 100;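 active means percent activation above the screen-wide mean plus 3 SD, cut at about 25% in these data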
#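 signal = Epi-absorbance of released pNA at 405 nm, two timepoints | assay system = Uncleavable procaspase-7 mutant enzyme | reagent = Ac-DEVD-pNA substrate, 400 µM as added | times = 1 h enzyme–compound preincubation and 2 h substrate reaction, both 25 °C | benchmarks = low DMSO alone, high DMSO plus 5 µM PC-7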
# GRK2 inh: blocks RNA aptamer binding to human GRK2. inhibition of aptamer binding, % at 10 µM. bead flow cytometry, FAM-aptamer displacement from GRK2. P25098. AID 488847. actives 0.59% (n = 330,000);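 active means inhibition of aptamer binding above 40%, roughly 3 SD of noise, on plates passing a quality check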;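 further: median bead fluorescence of bound FAM aptamer so fluorescent compounds give negative values; no value below 0 was filed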
# JMJD2C inh: blocks human GASC-1 demethylase activity. inhibition, % at 2.35 µM. AID 2099. Q9H3R0. GST-JMJD2C(1-420) H3K9me3 demethylation, DELFIA europium. actives 0.069% (n = 330,000);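 active means more than half of a compound's replicate wells show inhibition beyond 50%, single wells judged on their own value; inconclusive means some, but no more than half, of replicates pass 50% inhibition; inactive means no replicate passes 50% inhibition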;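 further: signal counts dimethyl H3K9 product captured on neutravidin plate; 0% = median of DMSO wells and 100% = 0.3 times that DMSO median; strong numbers were not always called active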
# proCasp3 act: procaspase-3 (human) activation; recombinant procaspase-3 D3A, Ac-DEVD-pNA absorbance 405 nm; activation, % at 8.5 µM; actives 0.11% (n = 330,000);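 active means activation above the mean of all tested compounds plus 3 SD, cut at about 21% in these data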;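 further: 0% = DMSO alone and 100% = DMSO wells spiked with extra 5 µM PC-3 D3A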
#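 Assay system: Autoprocessing-dead procaspase-3 D3A mutant enzyme; also added: Ac-DEVD-pNA; doses: one concentration, 8.5 µM nominal, 0.8% DMSO; times: 1 h compound preincubation, 2 h substrate hydrolysis at 25 °C; technique: 405 nm absorbance of p-nitroaniline, reads at 0 and 120 min; measure: % activation between DMSO and enzyme-spiked controls; repeats: single replicate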
# PP1 inh: blocks human PP1-alpha phosphatase, a PP5 counter-screen. P62136. purified PP1alpha, OMFP fluorescence. inhibition, % at 6.7 µM. actives 0.9% (n = 320,000);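 active means inhibition above the mean inhibition of all tested compounds plus 3 SD, computed separately for each screening campaign, cut at about 15% in these data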
# PP5 primary: inhibitors of human protein phosphatase 5 (PP5); P53041; actives 0.18% (n = 320,000); AID 1987; purified PP5c, OMFP substrate fluorescence; inhibition, % at 6.7 µM;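 active means inhibition above the campaign's mean inhibition across all tested compounds plus 3 SD, cut at about 9.5% in these data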;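 further: 0% = DMSO only and 100% = 100 µM cantharidin control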
# VLA-4 inh: inhibition in a human VLA-4 binding assay; VLA-4 expressing cells, ligand binding flow cytometry; inhibition, % (about 7 µM as worked out from the volumes in the protocol); actives 0.2% (n = 330,000); in the data active means inhibition above about 50%
# Target sequence (P13612 whole entry, looked up): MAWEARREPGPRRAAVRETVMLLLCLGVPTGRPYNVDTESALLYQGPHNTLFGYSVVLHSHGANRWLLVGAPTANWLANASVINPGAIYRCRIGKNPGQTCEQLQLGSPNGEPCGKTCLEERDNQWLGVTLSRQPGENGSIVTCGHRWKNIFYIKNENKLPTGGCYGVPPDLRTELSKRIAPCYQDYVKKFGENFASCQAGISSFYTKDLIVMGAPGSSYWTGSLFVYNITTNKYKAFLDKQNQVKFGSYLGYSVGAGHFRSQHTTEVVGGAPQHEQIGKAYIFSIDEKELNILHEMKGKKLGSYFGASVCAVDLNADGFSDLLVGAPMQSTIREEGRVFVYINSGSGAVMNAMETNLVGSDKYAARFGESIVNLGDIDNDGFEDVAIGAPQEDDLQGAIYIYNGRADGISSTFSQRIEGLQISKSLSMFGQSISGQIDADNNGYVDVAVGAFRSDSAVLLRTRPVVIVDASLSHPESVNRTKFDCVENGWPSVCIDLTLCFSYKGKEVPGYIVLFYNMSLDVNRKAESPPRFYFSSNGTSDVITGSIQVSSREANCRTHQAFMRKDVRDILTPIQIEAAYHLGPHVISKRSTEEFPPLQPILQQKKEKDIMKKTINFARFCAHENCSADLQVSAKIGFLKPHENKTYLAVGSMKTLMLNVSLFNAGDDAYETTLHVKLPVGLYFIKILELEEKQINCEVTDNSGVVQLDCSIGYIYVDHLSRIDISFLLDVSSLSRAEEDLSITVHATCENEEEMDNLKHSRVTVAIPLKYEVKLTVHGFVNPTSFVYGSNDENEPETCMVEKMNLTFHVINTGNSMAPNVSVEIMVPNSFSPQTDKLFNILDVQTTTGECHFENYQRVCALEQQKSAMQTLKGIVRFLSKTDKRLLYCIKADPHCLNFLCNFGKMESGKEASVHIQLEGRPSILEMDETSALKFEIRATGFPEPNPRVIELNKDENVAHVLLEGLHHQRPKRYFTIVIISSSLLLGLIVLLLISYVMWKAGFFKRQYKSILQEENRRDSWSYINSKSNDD
# HCV core dimer: HCV core protein dimerization inhibition; TR-FRET GST/Flag-core106 dimerization, 1536-well; inhibition, % at 5 µM; actives 0.33% (n = 300,000); AID 1899;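 active means inhibition above the mean of all tested compounds plus 3 SD, set per screening campaign, cut at about 45% in these data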
#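 Assay system: GST-tagged and Flag-tagged HCV core protein residues 1-106 / Times: compound-protein-antibody incubation 4 h at 22.5 °C / Signal: time-resolved FRET, ex 340 nm, em 617 and 671 nm / Evaluation: % inhibition based on acceptor/donor emission ratio / Benchmarks: wells lacking GST-core106 and wells with excess unlabelled core106 / Repeats: singlicate, one well per compound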
# * hit, by the source's call; ? = inconclusive; / = not tested or not shown; & = joins results of further samples.
SMILES,Fh CTSL1 inh,proCasp7 act,GRK2 inh,JMJD2C inh,proCasp3 act,PP1 inh,PP5 primary,VLA-4 inh,HCV core dimer
O=C(NNC(=O)c1ccc2ccccc2c1O)c1cccs1,0,-5,0,4,6,-1,-0.7,12,-1
COc1cc2c(cc1NC(=O)Nc1ccc(F)cc1)oc1ccccc12,-2,-1,1,-25,-4,0,2.8,7,8
CCOC(=O)c1c(NC(=O)CSc2nc3ccccc3o2)sc(C)c1C,5,-3,5,7,-9,-2,1.6,4,1
COc1ccc(CCn2c(C)cc(C(=O)COC(=O)c3cnc(C)cn3)c2C)cc1,-13,1,1,5,1,3,-0.8,2,3
Cc1ccc(CNC(=O)CCNC(=O)Cn2ccc3ccccc3c2=O)cc1,-1,-7,5,-1,11,-1,-0.5,9,-4
Cc1ccc(CNC(=O)c2ccc(N3CCC4(CC3)CC(c3ccccc3)=NO4)c(NC(=O)c3cccc(C)c3)c2)cc1,5,-3,0,-23,-4,0,2.1,9,2
COc1ccc(N2CCN(C(CNC(=O)C(=O)NCc3ccc4c(c3)OCO4)c3ccco3)CC2)cc1 (configuration not stated),-1,-4,1,4,1,-3,2.9,-8,-1
Cc1cc(C)c(NC(=O)C2CCCO2)c(C)c1NC(=O)C1CCCO1 (configuration not stated),0,1,2,2,15,9,0.3,-8,-8
N#CCc1nn(-c2ccc(F)cc2)c(N)c1C#N,7,8,2,-11,9,-3,-1.4,-10,4
CC(C)CNC(=O)c1cc2nc3c(c(C(F)(F)F)n2n1)CCc1ccccc1-3,-1,5,0,-2,2,-2,-0.8,-5,11
COc1cc(/C=N\NS(=O)(=O)c2ccccc2)cc(OC)c1OC,0,-1,0,-3,-1,-3,1.9,7,-12
CC(C)OC(=O)c1cc(Cl)c(=O)n(Cc2ccc(Cl)cc2Cl)c1,5,1,2,-4,-1,2,2.8,-1,4
COc1ccc(N2CCN(C(=O)CCSCc3ccccc3F)CC2)cc1,-2,2,1,-9,-3,-2,-1.7,2,1
CCOc1ccc(S(=O)(=O)/N=C(/Nc2ccc(C(C)=O)cc2)c2ccccc2)cc1,/,-2,0,-6,-1,/,/,3,/
Cc1ccc2c(c1)[C@H]1[C@H](CO2)[C@H](c2ccccc2)[C@]2(C)C(=O)N(Cc3ccco3)CC(=O)N12,/,0,3,-2,4,/,/,4,/
O=c1c2cnn(-c3ccccc3)c2nc(-c2cccs2)n1-c1cccc(Cl)c1,1,3,0,-4,5,7,4.2,-30,1
c1ccc2c(c1)nc1n2CCN1CCN1CCCC1,-5,0,2,-8,3,-4,2.5,28,0
CCn1c(/C=C2\C(=O)N(C(C)C)c3ccccc32)nc2ccccc2c1=O,-1,0,0,9,5,3,-0.2,-1,10
CN1CCN(Cc2c(C#N)c3ccccc3n2C)CC1,5,5,0,32,5,-1,3.4,-9,-8
C#CCSc1nnc(-c2ccc(C)cc2)o1,0,3,1,-12,-13,1,-1.4,-7,1
O=C(CN1C(=O)NC2(CCCCCC2)C1=O)NC1CCCCCCC1,-1,4,0,7,6,2,-0.3,1,3
COc1cc2ccccc2cc1C(=O)N1CCCC(C(F)(F)F)C1 (configuration not stated),/,-9,0,1,4,3,3.3,14,/
CC(=O)Nc1ccc(S(=O)(=O)Nc2cccc(-c3nc4ccccc4o3)c2)cc1,3,-3,2,-14,7,1,5.8,13,2
CCOC(=O)C1=C(O)/C(=C/c2ccc(OCC(=O)O)c(OCC)c2)SC1=Nc1ccc(C)cc1,7,-16,0,-25,-5,3,0.8,-8,12
CC(C)NC(=O)c1ccc(-c2cc(C(F)(F)F)ccc2Cl)o1,-1,6,1,2,-6,0,-1.6,-14,-4
COc1cccc(N(CC(=O)NC2CCCCC2)C(=O)CCC(=O)Nc2nc(C)cs2)c1,-2,3,0,-4,3,1,1.9,-8,9
CC(NC(=O)CCNC(=O)c1ccco1)c1ccc(F)cc1 (configuration not stated),-4,-2,3,3,-7,-11,1.9,2,3
O=C(c1cccc(C(F)(F)F)c1)C1CCCN(Cc2cccc(OCCO)c2)C1 (configuration not stated),-1,-17,1,2,6,-1,2.6,5,-10
COc1ccc(S(=O)(=O)Nc2cc3c4c(c2)CCN4C(=O)CC3)cc1,0,9,1,?,4,-3,-2.4,-3,-4
CCCCCC(=O)NNC(=O)c1c(O)c2ccccc2n(CC)c1=O,6,-8,1,2,-4,-3,2.2,-9,-9

# 4 records picked at random from those above:
SMILES,Fh CTSL1 inh,proCasp7 act,GRK2 inh,JMJD2C inh,proCasp3 act,PP1 inh,PP5 primary,VLA-4 inh,HCV core dimer
C#CCSc1nnc(-c2ccc(C)cc2)o1,0,3,1,-12,-13,1,-1.4,-7,1
CCn1c(/C=C2\C(=O)N(C(C)C)c3ccccc32)nc2ccccc2c1=O,-1,0,0,9,5,3,-0.2,-1,10
CN1CCN(Cc2c(C#N)c3ccccc3n2C)CC1,5,5,0,32,5,-1,3.4,-9,-8
COc1cc2ccccc2cc1C(=O)N1CCCC(C(F)(F)F)C1 (configuration not stated),/,-9,0,1,4,3,3.3,14,/

# New compounds follow:
SMILES,Fh CTSL1 inh,proCasp7 act,GRK2 inh,JMJD2C inh,proCasp3 act,PP1 inh,PP5 primary,VLA-4 inh,HCV core dimer
CC(NC(=O)C12CC3CC(CC(O)(C3)C1)C2)c1ccccc1 (configuration not stated),-3,8,0,-15,5,1,0.3,11,-13
Cc1ccccc1C(C(=O)NC1CCCC1)N(C(=O)CNC(=O)c1ccco1)c1cccnc1 (configuration not stated),1,20,0,14,1,0,-0.3,11,-1
CC(C)NC(=O)c1cc(=O)n(C)c(=O)n1C,3,-3,0,3,-1,5,3.2,-3,0
O=c1oc(-c2cccs2)nc2ccc(Cl)cc12,-4,0,2,-4,4,-2,1.1,-14,6
CCc1ccc(/C=C2\SC(=S)N(CCC(=O)Nc3cc(C)on3)C2=O)cc1,1,-6,9,-10,1,0,1.6,1,20
NC(=O)COC(=O)[C@@H]1CC(O)CN1S(=O)(=O)c1ccc2c(c1)OCCO2 (some centres not stated),-3,6,3,-8,1,-1,0.2,8,-2
COc1ccc(NC(=O)CSc2nnc(NC(C)=O)s2)c([N+](=O)[O-])c1,4,10,0,-7,5,-3,-2.2,-12,1
CCN(CC)C(=O)c1sc(NC(=O)c2ccoc2C)c(C(=O)OC)c1C,0,-19,2,2,-17,-5,-0.6,5,14
CCCCC(=O)Nc1ccccc1N1CCN(c2ccccc2)CC1,0,5,1,0,-8,0,0.7,-8,4
O=C(Nc1ccc(Cl)cc1N1CCOCC1)C1CC1,0,3,1,4,3,0,2.9,11,-2
COc1cc(NC(=O)C(=O)NCCN2CCNCC2)c(OC)cc1Cl,-1,9,0,7,10,-4,0.9,4,-1
CCN(CC(=O)Nc1c(F)cccc1F)C(=O)c1ccc2c(c1)NC(=O)C(C)S2 (configuration not stated),-1,2,1,0,8,-5,-2.3,-14,1
O=C(Nc1ccncc1)c1cccc(F)c1,0,6,0,-17,0,-3,-0.1,-3,-2
Cn1c(=O)cc(OCC(=O)N2CCCc3ccccc32)c2ccccc21,-1,-11,1,4,6,-3,3.6,-9,2
COc1cccc(NC(=O)Cn2cnc3sc(C)c(S(=O)(=O)N4CCN(C)CC4)c3c2=O)c1,3,4,0,-23,10,-5,-1.9,-10,2
Cc1nc2ccc(NC(=O)c3ccc(Cl)c(NC(=O)c4cccs4)c3)cc2s1,1,6,1,1,1,2,1.4,11,48*
CCCN1CCN(CC(=O)Nc2nnc(C)s2)CC1,-3,-2,0,-4,7,-3,4.2,7,3
Cc1ccc(C(=O)N/C(=C\c2cn(C)c3ccccc23)C(=O)NCCCn2ccnc2)cc1,4,2,2,-7,4,-1,1.5,13,-2
COc1ccc(CCNC(=O)C(=O)NCC2OCCN2S(=O)(=O)c2cc(F)ccc2F)cc1 (configuration not stated),2,-4,0,-7,6,1,-1.3,7,15
Cc1ccc(S(=O)(=O)NCCOc2nc(N(C)C)nc(N3CCOCC3)n2)cc1,-2,-7,2,4&-17,8,4,1.1,-2,-3
CCNCC(O)COCC(O)CNCC (configuration not stated),-3,1,4,11,10,-1,1.9,-5,-4
C=CCNc1ncnc2c1ncn2C1OC(CO)C(O)C1O (configuration not stated),4,3,24,18,-1,1,0.6,11,-7
COc1ccc(OC)c(NC(=O)CSc2nncc3ccc(OC)c(OC)c23)c1,10,-7,0,15,-7,2,0.6,-29,4
CCn1c(SCC(=O)Nc2ccccc2C)nc2nc3c(cc2c1=O)COC(C)(C)C3,-1,2,24,1,3,-2,6.4,1,1
CCn1c(SCC(=O)Nc2ccc3c(c2)OCO3)nnc1-c1cnccn1,1,9,0,-5,8,-2,-0.2,-5,6
COc1cc(/C=C2\SC(=S)N(C(Cc3ccccc3)C(=O)O)C2=O)ccc1O (configuration not stated),4,-14,0,5,-24,-1,1.4,-19,-4
Cc1ccc(-c2nc(CS(=O)(=O)CC(=O)NC3CCCCC3C)c(C)o2)cc1 (configuration not stated),-1,-11,0,-14,-5,2,2.1,17,-11
Cc1cc(C)cc(-n2c(SCC(=O)NCc3ccc4c(c3)OCO4)nc3ccccc3c2=O)c1,0,-3,0,2,0,1,0.9,-6,19
FC(F)(F)c1cccc(-c2noc(CN3CCOCC3)n2)c1,3,1,0,-16,7,1,2.1,8,-1
CCOC(=O)N1CCN(CC(=O)Nc2cccc(Br)c2)CC1,1,-5,0,-7,1,1,0.2,3,-1
O=C(Nc1cccc(S(=O)(=O)N2CCOCC2)c1)c1ccc(Cl)nc1,/,13,1,0,1,/,/,-6,/
Cc1ccc2cc(C)c(SCC#N)nc2c1,-1,5,1,-26,4,-1,-0.5,0,3
CN1CCN(c2ccc([N+](=O)[O-])cc2C(=O)c2ccccc2)CC1,2,-4,7,-6,-3,4,1.4,14,1
O=S(=O)(c1ccc(SCCOc2ccccc2Cl)nc1)N1CCCC1,/,-4,0,-5,10,3,1.5,20,/
Cc1ccc(Cl)cc1NC(=O)CC(O)(C(F)(F)F)C(F)(F)F,0,-6,0,34,6,-1,1.3,16,0
Cc1cc(NC(=O)c2cc(-c3ccccc3Cl)nc3ccccc23)no1,-1,-5,6,1,-6,3,1.5,10,-6
CCc1cc(C(=O)NNC(=S)Nc2cc(C)ccc2C)cs1,-2,-3,1,6,-2,0,-0.4,0,-2
O=S(=O)(c1ccccc1)c1cnc(-c2ccccc2)nc1N1CCCC1,0,0,0,4,-1,3,1.2,8,8
c1ccc(OCCOc2cccc3cccnc23)cc1,-3,8,0,5,0,-1,0.5,0,-7

# This is a random part of the collection. About 2.6% of those tested had a hit in this group.
